Screening data as filed in PubChem BioAssay.
Growth percent in the NCI-60 one-dose screen (48 h, 10 µM unless noted): 100 = growth as untreated, 0 = no growth, -100 = all killed.
RXF 393: RXF 393 renal cancer cells; AID 1794773; 6.9% of 77,000 active
NCI-H23: NCI-H23 lung cancer | 4% of 80,000 active
ACHN: ACHN renal cancer; AID 1794771; 4.9% of 81,000 active
NCI-H522: NCI-H522 lung cancer | 8% of 78,000 active | AID 1794739
NCI/ADR-RES: NCI/ADR-RES ovarian cells. 4.4% of 81,000 active. AID 1794790
NCI-H460: NCI-H460 lung cancer; 6.8% of 82,000 active
CAKI-1: CAKI-1 renal cancer | 4.7% of 75,000 active
A498: A498 renal cancer cells; AID 1794774; 5.4% of 76,000 active
NCI-H226: NCI-H226 lung cancer | 3.5% of 79,000 active
The depositor's hits bear a star; . = no result given; & = joins results of further samples; [ ] = another dose, or the depositor's remark. How the source made its calls: active means growth percent below 10; inactive means the rest. The order is random. Share with any hit: about 12%.

SMILES | RXF 393 | NCI-H23 | ACHN | NCI-H522 | NCI/ADR-RES | NCI-H460 | CAKI-1 | A498 | NCI-H226
CCCCCCCCCOCC(O)COc1ccccc1[N+](=O)[O-] (stereo not given) | 143&101 | 97&97 | 112&109 | 102&74 | 102&102 | 112&106 | 98&88 | 116&57 | 93&108
CC1NC(=S)NC(=O)/C1=C\c1cc(=O)oc2c1ccc1ccccc12 (stereo not given) | 97 | 98 | 113 | 45 | 96 | 101 | . | 96 | 94
COc1cc(OC)cc(Oc2nccc(-c3cn(CC(N)=O)nc3-c3cc(C)cc(OC)c3)n2)c1 | 93 | 91 | 99 | 95 | 97 | 99 | 89 | 83 | 87
COc1ccc(-c2nc(-c3ccccc3)c(-c3ccccc3)n2C2CC2)cc1OC1CCCCC1 | 74 | 73 | 54 | 64 | 55 | 31 | 58 | 64 | 94
O=C1CCC(C(=O)NNc2ccc(Cl)cc2)N1 (stereo not given) | 112 | 96 | 49 | 76 | 89 | 100 | 32 | 112 | 93
Cc1cc2nc(-c3cc4cc(Cl)cc(Cl)c4oc3=O)[nH]c2cc1C | . | 101 | 95 | 87 | 100 | 98 | 74 | 106 | 92
CCOC(=O)CCC[P+](c1ccccc1)(c1ccccc1)c1ccccc1 | 108 | 88 | 98 | 63 | 105 | 82 | 101 | 86 | 108
O=C(c1cc2ccccc2o1)c1nn(-c2ccccc2)c2nc3nc(-c4cc5ccccc5o4)cc(-c4c[nH]c5ccccc45)c3c(=O)n12 | 109 | 98 | 94 | 93 | 108 | 97 | . | 105 | 78
Cc1[nH]c(C(=O)OCCCCc2cn(CCCCNC(=O)COc3cccc4c3C(=O)N(C3CCC(=O)NC3=O)C4=O)nn2)c2c1C(=O)CCCC2 (stereo not given) | 106 | 100 | 103 | 104 | 103 | 103 | 97 | 108 | 95
COc1ccc(CCNC(=O)CSc2nnc3n(Cc4ccccc4)c(=O)c4c(C)c(C(N)=O)sc4n23)cc1 | 110 | 107 | 98 | 83 | 92 | 96 | 110 | 78 | 111
O=C(Nc1ccc(OCc2ccccn2)c(Cl)c1)c1ccncc1 | 111 | 94 | 93 | 87 | 99 | 98 | 95 | 71 | 78
CC(Cc1ccccc1)N=C(N)N (stereo not given) | 89 | 96 | 101 | 91 | 96 | 103 | 96 | 62 | .
CSC1=NN(c2ccccc2)CN(c2ccccc2)N1C | 85 | 97 | 92 | 92 | . | 102 | 103 | 88 | 86
COc1cc(CNC(=O)/C=C/C=C/c2ccc3c(c2)OCO3)ccc1OCc1cn(-c2ccc(C)c(C)c2)nn1 | 48 | 67 | 81 | 60 | 81 | 85 | 54 | 80 | 48
C#C[C@]1(O)CC[C@H]2[C@@H]3CC=C4c5sc(-c6cccc(Br)c6)nc5CC[C@]4(C)[C@H]3CC[C@@]21C | 37 | 83 | 83 | 62 | 91 | 78 | 35 | 72 | 98

Three structures already listed, sorted by number of heavy atoms, high to low.
SMILES | RXF 393 | NCI-H23 | ACHN | NCI-H522 | NCI/ADR-RES | NCI-H460 | CAKI-1 | A498 | NCI-H226
Cc1[nH]c(C(=O)OCCCCc2cn(CCCCNC(=O)COc3cccc4c3C(=O)N(C3CCC(=O)NC3=O)C4=O)nn2)c2c1C(=O)CCCC2 (stereo not given) | 106 | 100 | 103 | 104 | 103 | 103 | 97 | 108 | 95
COc1ccc(-c2nc(-c3ccccc3)c(-c3ccccc3)n2C2CC2)cc1OC1CCCCC1 | 74 | 73 | 54 | 64 | 55 | 31 | 58 | 64 | 94
CSC1=NN(c2ccccc2)CN(c2ccccc2)N1C | 85 | 97 | 92 | 92 | . | 102 | 103 | 88 | 86

Following part.
SMILES | RXF 393 | NCI-H23 | ACHN | NCI-H522 | NCI/ADR-RES | NCI-H460 | CAKI-1 | A498 | NCI-H226
COc1cc(C)ccc1Oc1nc(Nc2ccc(N3CCOCC3)cc2)ncc1NC(=O)Nc1c(Cl)cccc1Cl | 95 | 96 | 98 | 105 | 97 | 91 | 92 | 88 | 92
COc1ncnc(NS(=O)(=O)c2ccc(N)cc2)c1OC | 106 | 102 | . | 96 | 100 | 102 | 95 | 93 | 101
S=C(Nc1ccccc1)Nc1ccc(OCc2nc3ccccc3[nH]2)cc1 | 75 | 37 | 25 | 2.9* | 43 | 31 | 19 | 72 | 80
COc1cc2ncn3c(=O)c4c5c(sc4nc3c2cc1OC)CCCC5 | 105 | 91 | 103 | 80 | 96 | 100 | 93 | 112 | 94
COc1ccc(/C=N/NC(=O)COc2ccc(-c3nc4ccccc4c(=O)[nH]3)cc2)cc1OC | 113 | 106 | 110 | 94 | 101 | 105 | 93 | 99 | 107
Cc1nc(NC(=O)Nc2ccccc2)sc1C(=O)NNC(=O)Nc1ccccc1 | 116 | 97 | 88 | 89 | 99 | 100 | 110 | 80 | 86
O=C1Nc2cc(Cl)c(CCCl)cc2/C1=C\c1ccccc1 | 53 | 73 | 74 | 61 | 72 | 54 | 91 | 78 | 80
C=C(C)[C@@H]1CC[C@]2(C=O)CC[C@]3(C)[C@H](CC[C@@H]4[C@@]5(C)CC[C@H](NC=O)C(C)(C)[C@@H]5CC[C@]43C)[C@@H]12 | 108 | 100 | 112 | 113 | 104 | 100 | 99 | 95 | 104
CCN1C(=O)N(CC)C2Nn3c(s/c(=C\c4cccs4)c3=O)=NC21 (stereo not given) | 98 | 99 | 105 | 87 | 100 | 108 | 75 | 86 | 104
COC(CC(F)F)c1cc2ccccc2s1 (stereo not given) | 106 | 102 | 101 | 93 | 104 | 105 | 91 | 90 | 90
CCCCCc1ccc(S(=O)(=O)Nc2cc(-c3csc(N)n3)ccc2OC)cc1 | 100 | 89 | 98 | 85 | 88 | 100 | 88 | 97 | 80
CC/C(=C(\c1ccc(OCCN2CCCCCC2)cc1)c1ccc(OC(=O)c2ccccc2)cc1)c1ccccc1 | 112 | 92 | 94 | 73 | 98 | 103 | 79 | 110 | 106
O=C(CN1C(=O)/C(=C/c2ccc(Cl)cc2)SC1=S)NCCN1CCOCC1 | 105 | 101 | 97 | 92 | 99 | 102 | 91 | 103 | 95
C=CC(=O)N[C@@H](/C=C/C(=O)OCC)Cc1ccc(-c2cc(F)cc(Cl)c2)cc1 | 76 | 84 | 102 | 62 | 79 | 101 | 86 | 82 | 77
O=C1OC[C@@H]2Sc3[nH]c(=O)sc3[C@H](c3ccc(F)cc3)[C@H]12 | 110 | 101 | 113 | 85 | 100 | 104 | 102 | 75 | 107
COc1ccc(C(=O)N/N=C/c2cc(OC)c(OC)cc2[N+](=O)[O-])cc1 | 88 | 86 | 96 | 55 | 88 | 87 | 85 | 105 | 81
O=S(=O)(NCCNc1nccc(-n2ccc3cccnc32)n1)c1ccc(Br)cc1 | 104 | 92 | 98 | 83 | 89 | 103 | 88 | 88 | 99
COc1cc2nc(CSc3nc4ccccc4c(=O)[nH]3)[nH]c(=O)c2cc1OC | . | 89 | 106 | 104 | 101 | 105 | 100 | 108 | .
CC(/C=C/c1ccc(Br)cc1)=N\OCC(=O)O | 112 | 102 | 107 | 88 | 107 | 106 | 105 | 93 | 96
O=C(/C=C/c1ccccc1)n1c(-c2ccccc2O)nc2ccccc21 | 102 | 96 | 94 | 80 | 91 | 97 | . | 88 | 77
O=S(=O)(Oc1ccc(-c2cnc3ccccc3n2)cc1)c1ccc2ccccc2c1 | 110 | 100 | 118 | 86 | 104 | 96 | 106 | 85 | 99
C=C(C)[C@@H]1CC[C@]2(CNCCO)CC[C@]3(C)[C@H](CC[C@@H]4[C@@]5(C)CCC(N)[C@@](C)(CO)[C@@H]5CC[C@]43C)[C@@H]12 (stereo not given in full) | 30 | 47 | 54 | -77* | 83 | -56* | 71 | 78 | 94
N[C@@H](CCC1=NCCN1)C(=O)O | 113[20 µM] | 103[20 µM] | 102[20 µM] | 88[20 µM] | 108[20 µM] | 107[20 µM] | 87[20 µM] | 106[20 µM] | 106[20 µM]
COc1cc(-c2csc(NC(=O)Nc3ccc(Cl)cc3Cl)n2)cc(OC)c1OC | 50 | 43 | 30 | 21 | 9.8* | 10 | 38 | 35 | 44
Nc1ncc(-c2ccc(NS(=O)(=O)c3cc(F)c(F)c(F)c3)cc2)[nH]1 | 102 | 103 | 96 | 82 | 97 | 104 | 83 | 99 | 95
CCOC(=O)CC1C(CNC(=O)NC)OC(n2cnc3c(N)ncnc32)C1O[Si](C)(C)C(C)(C)C (stereo not given) | 139 | 97 | 90 | 79 | 85 | 111 | 96 | 109 | 99
CCN(CC)CCNCC(=O)Oc1ccc(/C=C/C(=O)CC(=O)/C=C/c2ccc(OC(=O)CNCCN(CC)CC)c(OC)c2)cc1OC | -73* | 5.4* | 17 | . | 72 | 3.7* | 22 | 51 | 21
O=C(CSc1nnc(-c2ccc(Cl)c(Cl)c2)n1-c1ccccc1)Nc1ccc(C(=O)/C=C/c2ccc(Cl)cc2)cc1 | 92 | 95 | 98 | 65 | 95 | 100 | 74 | 82 | 89
Cc1ccc(C(=O)O)c(O)c1 | . | 89 | 97 | 86 | 95 | 104 | 60 | 110 | 93
N#Cc1cnc(=S)n(-c2cc(C(F)(F)F)cc(C(F)(F)F)c2)c1N | 110 | 93 | 106 | 86 | 101 | 108 | 94 | 107 | 97

Exported as a markdown table: 3 of the compounds above
| SMILES | RXF 393 | NCI-H23 | ACHN | NCI-H522 | NCI/ADR-RES | NCI-H460 | CAKI-1 | A498 | NCI-H226 |
| --- | --- | --- | --- | --- | --- | --- | --- | --- | --- |
| N[C@@H](CCC1=NCCN1)C(=O)O | 113[20 µM] | 103[20 µM] | 102[20 µM] | 88[20 µM] | 108[20 µM] | 107[20 µM] | 87[20 µM] | 106[20 µM] | 106[20 µM] |
| N#Cc1cnc(=S)n(-c2cc(C(F)(F)F)cc(C(F)(F)F)c2)c1N | 110 | 93 | 106 | 86 | 101 | 108 | 94 | 107 | 97 |
| C=C(C)[C@@H]1CC[C@]2(CNCCO)CC[C@]3(C)[C@H](CC[C@@H]4[C@@]5(C)CCC(N)[C@@](C)(CO)[C@@H]5CC[C@]43C)[C@@H]12 (stereo not given in full) | 30 | 47 | 54 | -77* | 83 | -56* | 71 | 78 | 94 |

Remaining list, next part
SMILES | RXF 393 | NCI-H23 | ACHN | NCI-H522 | NCI/ADR-RES | NCI-H460 | CAKI-1 | A498 | NCI-H226
C=CCN=C1C=C(C)CC(C)(C)C1 | 103 | 93 | . | 87 | 101 | 106 | . | 79 | 95
CS(=O)(=O)CCNS(=O)(=O)c1ccc(-c2cnc(C3CC3)o2)cc1 | 112 | 89 | 102 | 85 | 94 | 103 | 88 | 102 | 82
O=[N+]([O-])c1cccc(-c2cc(CCCCO)on2)c1 | 100 | 104 | 98 | 86 | 100 | 111 | 89 | 79 | 95
O=C(CCl)NCc1ccc(Cl)cc1 | 91 | 103 | 103 | 89 | 111 | 101 | 96 | 77 | 105
CS(=O)(=O)c1ccc(-c2nc3cc(Cl)ccc3n2CC(=O)N/N=C/c2ccccc2)cc1 | 94 | 94 | 95 | 82 | 102 | 97 | 81 | 96 | 90
CC(C)CC(C)NC(=O)CCCl (stereo not given) | 114 | 108 | 94 | . | 108 | 106 | 41 | 102 | 100
CC1(O)CC2CC1C(C(=O)O)C2C(=O)O (stereo not given) | 113&107 | 100&97 | 100&96 | 98&94 | 105&100 | 107&111 | 99&102 | 102&108 | 103
Cc1ccccc1Cn1cc(F)c(=O)[nH]c1=O | 110[50 µM] | 102[50 µM] | 100[50 µM] | . | 100[50 µM] | 104[50 µM] | 93[50 µM] | 81[50 µM] | .
O=C(O)c1cccc2c1-c1ccc([N+](=O)[O-])cc1C2=O | 101 | 97 | 108 | 116 | 104 | 108 | 95 | 122 | 99
COc1ccc2c(c1)[nH]c(=O)c1c3cc(OC)c(OC)cc3cn21 | 0.9* | 43 | 25 | -2.2* | 15 | 6.4* | -9.3* | 34 | 45
COc1ccccc1-c1nc2ccccc2s1 | 114 | 91 | 91 | 70 | 100 | 101 | 95 | . | 81
O=C(/C=C/Nc1ccc(S(=O)(=O)Nc2ncccn2)cc1)c1cc2cc(Br)ccc2oc1=O | 134 | 107 | 117 | 100 | 116 | 114 | 100 | 141 | 108
O=C1C=C(NCCCCCCN2C(=O)c3cccc4cccc(c34)C2=O)C(=O)c2ccccc21 | 101 | 95 | 101 | 75 | . | 100 | 109 | . | 93
COc1ccc(C(=O)c2sc3nc4c(c(-c5cccnc5)c3c2N)CCCC4)cc1OC | 51 | 98 | 77 | 83 | 89 | 77 | 83 | 48 | 86
CCCCNC(=O)/C(=C/c1ccc2c(c1)OCO2)NC(=O)c1ccccc1 | 107 | 100 | 107 | 80 | 106 | 106 | 103 | 96 | 102
O=C(c1c[nH]c2ccccc12)c1n[nH]c(=S)n1-c1ccc([N+](=O)[O-])cc1 | 102 | 92 | 96 | 85 | 106 | 96 | 85 | 88 | 78
Fc1ccc(/C=N/Nc2ccc3nnc(-c4ccc(Cl)cc4)n3n2)cc1 | 88 | 98 | 99 | 86 | 92 | 98 | 94 | 91 | 90
Brc1ccc2c(c1)CCCC2 | 133 | 94 | 83 | 115 | 103 | 107 | 96 | 82 | 119
OC(COc1ccccc1)CN1CCN(c2ccccc2Cl)CC1 (stereo not given) | 160 | 97 | 110 | 103 | 111 | 106 | 93 | 115 | 131
Clc1ccc(C(c2cccs2)N2CCNCC2)cc1 (stereo not given) | 96 | 98 | 98 | 91 | 95 | 86 | 92 | 75 | 110
CC1=CC(=O)C=C(C)C1=O | 110 | 104 | 103 | 84 | 99 | 106 | 94 | 88 | 99
Cc1ccc(C2=C(O)C(=O)C(c3ccc(C)cc3)=C(O)C2=O)cc1 | 99 | 87 | 98 | 72 | 97 | 89 | 95 | 103 | 85
CCOC(=O)CN1/C(=N/c2sc3c(c2C(=O)OCC)CCN(C(=O)OCC)C3)SC(=O)/C1=C\C(=O)OC | 91 | 96 | 95 | 76 | 87 | 100 | 87 | 93 | 92
